K1F lysis inhibition – inhibition of K1F phage lysis, E. coli UTI89, bacterial capsule biogenesis inhibitors, alamar blue (AID 488966). E. coli UTI89 K1F phage lysis, alamar blue, 2 h; higher % means a stronger effect. inhibition, % at 100 µM; hits with a dose series show IC50 in µM. actives 0.02% (n = 340,000);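 active = phage lysis inhibition, versus mean bacterial control, above a set limit; inconclusive = no clear call, values can overlap the other calls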;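 note: capsule biogenesis inhibitors block K1F phage lysis so surviving cells raise fluorescence; higher fluorescence means more inhibition of phage lysis; actives were called in the ten point dose series up to 300 µM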
TNAP activators – stimulation of alkaline phosphatase TNAP activity – biochemical, luminescent, no phosphate acceptor, uHTS, primary screen (AID 1001). actives 0.03% (n = 200,000). one-dose activation fold at 20 µM; EC50 in µM for titrated hits. purified TNAP, luminescent activation assay, no phosphate acceptor; higher activation fold means a stronger effect; in the data active = activation fold from about 3, or a potency from the dose series; inactive = the rest, 99 in 100 with activation fold below about 1.6; note: many of its hits are not listed in these tables
PMI inhibitors – MPI enzyme activity inhibition – biochemical, fluorescence intensity, coupled assay, primary screen (AID 1209); purified PMI enzyme, coupled fluorescence intensity; higher % means a stronger effect; one-dose inhibition, % at 20 µM; IC50 in µM for titrated hits; actives 0.42% (n = 190,000);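 note: plate controls were DMSO vehicle for no effect and wells lacking substrate for full effect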
West Nile antiviral – inhibition of WNV-induced cytopathic effect – cell-based, CPE readout (AID 1621) | CPE inhibition, % at 10 µM, or IC50 in µM where a hit was titrated | actives 0.02% (n = 290,000) | West Nile virus-infected cells, CPE inhibition; higher % means a stronger effect; in the data active = a potency from the dose series; inconclusive = CPE inhibition mostly from about 3.7% at the one dose, without a potency; inactive = the rest, 99 in 100 with CPE inhibition below about 2.2%; note: strong numbers were not always called active
human PMI inhibitors – human PMI inhibitors, high substrate, primary screen, biochemical, fluorescence intensity, high mannose 6-phosphate (AID 1220) | recombinant PMI enzyme, coupled fluorescence intensity; higher % means a stronger effect | inhibition, % at 20 µM, or IC50 in µM where a hit was titrated | actives 0.66% (n = 190,000)
RSV CPE inhibition – RSV antiviral activity via CPE protection, HEp-2 cells, primary 10 µM value included (AID 2391) | actives 0.13% (n = 310,000) | HEp-2 cells, RSV-induced CPE inhibition; higher % means a stronger effect | one-dose CPE inhibition, % at 10 µM; IC50 in µM for titrated hits; in the data active = a potency from the dose series; inconclusive = CPE inhibition mostly from about 23% at the one dose, without a potency; inactive = the rest, 99 in 100 with CPE inhibition below about 21%; note: strong numbers were not always called active
T cell modulator – modulates CD8 T cell binding to vesicles; 2C CD8+ T cell-vesicle binding, flow cytometry; active compounds read low; calls only at 7 µM; actives 0.068% (n = 330,000); AID 2052;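 active = response, share of CD8 T cells binding vesicles, and their 90th percentile fluorescence all below set limits, cut at about 80% in these data, passing the limit was not always enough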
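Material: 2C TCR transgenic mouse naive CD8+ T cells, MACS-purified. Also added: QL9-charged Drosophila Ld/ICAM-1/B7-1 vesicles. Timing: binding 1.5 h at 37 °C. Measured by: high-throughput flow cytometry with anti-B7-1 and anti-CD8 staining. Read-out: percent CD8+ FL2 mean versus row control. Controls: Unloaded micro-vesicles (low), QL9 vesicles with 0.7% DMSO (high).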
P. falciparum M17LAP – P. falciparum M17LAP inhibitors, primary screen, biochemical, fluorogenic H-Leu-NHMec substrate, 1536-well (AID 1619) | recombinant M17LAP, H-Leu-NHMec fluorogenic kinetic assay; higher % means a stronger effect | one-dose inhibition, % at 30 µM; IC50 in µM for titrated hits | actives 0.38% (n = 220,000);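 active = compound inhibiting the enzyme by more than half at any dose during confirmatory dose-response retesting; inconclusive = strong single-dose inhibitors picked by rank but not retested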;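 note: plate controls were full reaction with DMSO carrier for no effect and no enzyme background for full effect; strong numbers were not always called active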
P. falciparum M1AAP – P. falciparum M1AAP inhibitors, biochemical, fluorogenic H-Leu-NHMec substrate, 1536-well (AID 1445); recombinant M1AAP, H-Leu-NHMec fluorogenic kinetic assay; higher % means a stronger effect; inhibition, % at 30 µM; hits with a dose series show IC50 in µM; actives 0.42% (n = 220,000);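 active = primary inhibition above the hit cutoff, then over 50% inhibition at one or more dose response concentrations, cut at about 23% in these data, passing the limit was not always enough; inconclusive = conflicting primary data, or primary hits not chosen for dose response; inactive = low primary inhibition, or under 50% at every dose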;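 note: plate controls were DMSO full reaction for no effect and no enzyme background for full effect; strong numbers were not always called active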
T cell modulator vesicle-bound % – second read-out of T cell modulator, no call of its own (marks repeat the call); double positive events, %; measured here: CD8+ vesicle-bound cell fraction;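 binding gate set so that unloaded-vesicle control wells show 10% double positive cells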
Numbers without * were called inactive; [ ] = another dose, or the depositor's remark. Cut-off read from the data, not from the text of the source, unless noted: active = inhibition above about 50%; inactive = the rest.

`COc1ccc(C(=O)COc2ccccc2C(=O)Nc2ccccc2)cc1` gave K1F lysis inhibition 0.6%, TNAP activators 1.1, PMI inhibitors 17.5%, West Nile antiviral -0.8%, human PMI inhibitors 16.8%, RSV CPE inhibition 2.4%, T cell modulator inactive, P. falciparum M17LAP 7.5%, P. falciparum M1AAP -3.7% and T cell modulator vesicle-bound % 16.7.
Screening COc1cccc(CNC(=O)c2ccccc2-c2ccccc2)c1 returned K1F lysis inhibition 1.2%[50 µM], West Nile antiviral -0.1%, RSV CPE inhibition 0.3%, T cell modulator inactive and T cell modulator vesicle-bound % 62.8.
Screening Cc1cccc(NC(=S)N2N=CCC2c2ccccc2)c1 (stereo not drawn) returned K1F lysis inhibition 0.5%, TNAP activators 1.1, PMI inhibitors -5.7%, West Nile antiviral -0.4%, human PMI inhibitors -6.8%, RSV CPE inhibition 2.7%, T cell modulator inactive, P. falciparum M17LAP 13.0%, P. falciparum M1AAP -0.7% and T cell modulator vesicle-bound % 56.5.
Screening CCc1ccc(N(C2C=CS(=O)(=O)C2)S(=O)(=O)c2ccc(C)cc2)cc1 (stereo not drawn) returned K1F lysis inhibition 0.1%, West Nile antiviral -0.3%, RSV CPE inhibition 0.2%, T cell modulator inactive, P. falciparum M17LAP 0.9%, P. falciparum M1AAP 0.5% and T cell modulator vesicle-bound % 20.1.
`COc1cc(OC)cc(C(=O)NC2CCN(Cc3nnnn3Cc3ccc(F)cc3)CC2)c1` gave K1F lysis inhibition 0.5%, TNAP activators 1.1, PMI inhibitors 13.3%, West Nile antiviral -1.1%, human PMI inhibitors 13.0%, RSV CPE inhibition -0.3%, T cell modulator inactive and T cell modulator vesicle-bound % 13.8.
Screening Cc1nn(CC(C)C)c2sc(C(=O)NC3CC(C)(C)NC(C)(C)C3)cc12 returned K1F lysis inhibition 0.2%, West Nile antiviral 0.3%, RSV CPE inhibition 0.7%, T cell modulator inactive and T cell modulator vesicle-bound % 40.1.
Screening Cc1ccc2c(c1)CCCN2C(=O)NC1CCCCC1 returned K1F lysis inhibition 0.3%, TNAP activators 1.1, PMI inhibitors 7.6%, West Nile antiviral -1.8%, human PMI inhibitors 10.9%, RSV CPE inhibition 3.9%, T cell modulator inactive, P. falciparum M17LAP -5.3%, P. falciparum M1AAP 1.2% and T cell modulator vesicle-bound % 59.5.
For CNC(C)c1ccc(S(N)(=O)=O)cc1 (stereo not drawn) the results were K1F lysis inhibition -1.1%, TNAP activators 1, PMI inhibitors 7.0%, West Nile antiviral -0.2%, human PMI inhibitors 7.2%, RSV CPE inhibition 1.5%, T cell modulator inactive, P. falciparum M17LAP 3.5%, P. falciparum M1AAP -0.1% and T cell modulator vesicle-bound % 36.5.
For CCOC(=O)COC(=O)c1ccc(O)cc1 the results were K1F lysis inhibition 0.4%, TNAP activators 1.1, PMI inhibitors 15.7%, West Nile antiviral 0.5%, human PMI inhibitors 9.5%, RSV CPE inhibition 1.2%, T cell modulator inactive, P. falciparum M17LAP 2.9%, P. falciparum M1AAP -0.3% and T cell modulator vesicle-bound % 34.5.
Screening Cc1cc(C)nc(N/N=C/c2cc(C)n(CC(F)(F)F)c2C)n1 returned K1F lysis inhibition 0.1%, TNAP activators 1.2, PMI inhibitors -7.1%, West Nile antiviral -0.4%, human PMI inhibitors 2.5%, RSV CPE inhibition 1.1%, T cell modulator inactive, P. falciparum M17LAP 8.7%, P. falciparum M1AAP 2.2% and T cell modulator vesicle-bound % 17.0.
For Cc1nc(Nc2ccc3c(c2)OCCO3)c2oc3ccccc3c2n1 the results were K1F lysis inhibition 3.0%, TNAP activators 1.1, PMI inhibitors 21.0%, West Nile antiviral 0.4%, human PMI inhibitors 11.9%, RSV CPE inhibition 16.1%, T cell modulator inactive, P. falciparum M17LAP -2.9%, P. falciparum M1AAP 3.2% and T cell modulator vesicle-bound % 41.5.
O=C(Nc1ccc(C(=O)NN2C(=O)c3ccccc3C2=O)cc1)c1ccccc1 was read as K1F lysis inhibition -0.5%, TNAP activators 1, PMI inhibitors -14.5%, West Nile antiviral 0.4%, human PMI inhibitors -7.6%, RSV CPE inhibition 4.1%, T cell modulator inactive, P. falciparum M17LAP -2.9%, P. falciparum M1AAP 8.2% and T cell modulator vesicle-bound % 19.3.
Screening CCn1c(COc2ccccc2Cl)nnc1SCC(=O)Nc1ncccc1C returned K1F lysis inhibition 2.0%, TNAP activators 1.1, PMI inhibitors -1.9%, West Nile antiviral -1.0%, human PMI inhibitors 1.8%, RSV CPE inhibition 2.2%, T cell modulator inactive, P. falciparum M17LAP 11.8%, P. falciparum M1AAP -2.2% and T cell modulator vesicle-bound % 44.9.
For Cc1ccc(NCc2n[nH]c(=S)n2Cc2ccccc2)cc1Cl the results were K1F lysis inhibition -0.5%, TNAP activators 0.9, PMI inhibitors 15.9%, West Nile antiviral -1.1%, human PMI inhibitors 16.4%, P. falciparum M17LAP 4.9% and P. falciparum M1AAP 0.7%.
`CCCCN(C)C1CCN(C(=S)Nc2ccc(OCC)cc2)CC1` gave K1F lysis inhibition 0.1%, TNAP activators 1, PMI inhibitors 0.4%, West Nile antiviral 0.0%, human PMI inhibitors -3.1%, RSV CPE inhibition -1.6%, T cell modulator inactive, P. falciparum M17LAP 4.8%, P. falciparum M1AAP -2.5% and T cell modulator vesicle-bound % 28.4.
CC(C)C(Nc1ccc(C(F)(F)F)cc1[N+](=O)[O-])C(=O)O (stereo not drawn) was read as K1F lysis inhibition 0.0%, TNAP activators 1.1, PMI inhibitors -3.1%, West Nile antiviral -0.3%, human PMI inhibitors 6.6%, RSV CPE inhibition -0.8%, T cell modulator inactive, P. falciparum M17LAP 11.6%, P. falciparum M1AAP 12.4% and T cell modulator vesicle-bound % 38.5.
Cc1cccc(-c2nnc(-c3ccccc3)o2)c1 was read as K1F lysis inhibition 0.7%, TNAP activators 1.1, PMI inhibitors 8.3%, West Nile antiviral 0.1%, human PMI inhibitors 11.2%, RSV CPE inhibition 4.8%, T cell modulator inactive, P. falciparum M17LAP 1.2%, P. falciparum M1AAP 1.6% and T cell modulator vesicle-bound % 20.6.
For N#Cc1ccc(-c2ccc(OCC(O)CN3CCCCC3)cc2)cc1 (stereo not drawn) the results were K1F lysis inhibition 0.3%, West Nile antiviral -1.8%, RSV CPE inhibition -0.9%, T cell modulator inactive and T cell modulator vesicle-bound % 26.5.
CCCCNC(=O)Cn1c(=O)c2c(ncn2CCC(C)C)n(Cc2ccccc2)c1=O was read as K1F lysis inhibition 0.4%, West Nile antiviral -0.9%, RSV CPE inhibition 4.0%, T cell modulator inactive and T cell modulator vesicle-bound % 19.9.
O=C(/C=C/c1ccccc1)N1CCOCC1 was read as K1F lysis inhibition 0.2%, West Nile antiviral 0.0%, RSV CPE inhibition -0.2%, T cell modulator inactive and T cell modulator vesicle-bound % 48.7.
For Cc1cc(OCC(=O)NNC(=S)NC(=O)c2cccs2)ccc1Cl the results were K1F lysis inhibition 2.2%[50 µM], West Nile antiviral -0.5%, RSV CPE inhibition -1.3%, T cell modulator inactive and T cell modulator vesicle-bound % 3.9.
Screening CCOc1ccc(Nc2nc(NCCN3CCOCC3)nc(OC)n2)cc1 returned K1F lysis inhibition 4.8%, TNAP activators 1, PMI inhibitors 14.2%, West Nile antiviral 0.1%, human PMI inhibitors 11.4%, RSV CPE inhibition 0.1%, T cell modulator inactive, P. falciparum M17LAP 1.6%, P. falciparum M1AAP -9.5% and T cell modulator vesicle-bound % 46.2.
Screening COc1cc(O)oc1C=Nc1ccc(Cl)cc1 returned K1F lysis inhibition 2.3%, TNAP activators 1, PMI inhibitors 1.6%, West Nile antiviral 0.1%, human PMI inhibitors 7.1%, RSV CPE inhibition 2.5%, T cell modulator inactive, P. falciparum M17LAP 3.1%, P. falciparum M1AAP 3.5% and T cell modulator vesicle-bound % 37.9.
Cc1ccc(NC(=O)CSc2nc3ccccc3c3nc4ccccc4n23)cc1 was read as K1F lysis inhibition 0.0%, TNAP activators 1.5, PMI inhibitors -2.4%, West Nile antiviral 2.9%, human PMI inhibitors -8.1%, RSV CPE inhibition 4.7%, T cell modulator inactive, P. falciparum M17LAP -0.1%, P. falciparum M1AAP -0.1% and T cell modulator vesicle-bound % 54.5.
COc1ccc(/C=N/NC(=O)c2cccnc2)cc1CN1CCCc2ccccc21 was read as K1F lysis inhibition -0.1%, TNAP activators 1.2, PMI inhibitors 18.2%, West Nile antiviral 0.3%, human PMI inhibitors 10.6%, RSV CPE inhibition 1.1%, T cell modulator inactive, P. falciparum M17LAP -4.0%, P. falciparum M1AAP -1.0% and T cell modulator vesicle-bound % 63.5.
O=c1nc(-c2ccccc2)c2ccccc2[nH]1 was read as K1F lysis inhibition inconclusive, TNAP activators 1.1, PMI inhibitors 10.3%, West Nile antiviral 0.1%, human PMI inhibitors 9.2%, RSV CPE inhibition 2.9%, T cell modulator inactive, P. falciparum M17LAP -4.3%, P. falciparum M1AAP -0.4% and T cell modulator vesicle-bound % 53.5.
Screening CC1CN(S(=O)(=O)c2ccc(Cl)c(S(=O)(=O)N3CC(C)OC(C)C3)c2)CC(C)O1 (stereo not drawn) returned K1F lysis inhibition 0.1%, TNAP activators 1, PMI inhibitors 7.6%, West Nile antiviral 0.0%, human PMI inhibitors 9.4%, RSV CPE inhibition 0.0%, T cell modulator inactive, P. falciparum M17LAP -0.3%, P. falciparum M1AAP 1.7% and T cell modulator vesicle-bound % 19.1.
Screening Cn1ccnc1SCc1cn2ccccc2n1 returned K1F lysis inhibition 0.3%, TNAP activators 1.1, PMI inhibitors 3.6%, West Nile antiviral 0.5%, human PMI inhibitors -0.1%, RSV CPE inhibition 1.3%, T cell modulator inactive, P. falciparum M17LAP 9.6%, P. falciparum M1AAP -1.8% and T cell modulator vesicle-bound % 31.2.
Cc1ccccc1Nc1c(-c2ccccc2)nc2ncccn12 was read as K1F lysis inhibition 0.4%, West Nile antiviral -1.2%, RSV CPE inhibition -0.9%, T cell modulator inactive, P. falciparum M17LAP -8.3%, P. falciparum M1AAP 2.5% and T cell modulator vesicle-bound % 29.4.

Screens from PubChem.
